# High-throughput results deposited in PubChem BioAssay by several laboratories.
# MrgX1 antagonist: antagonists of human MrgX1 receptor, primary screen, HEK293 cells, Fluo-4 calcium flux; Mas-related G-protein coupled receptor member X1 (Homo sapiens), Q96LB2; BAM8-22 antagonism; stronger effect = lower value; B-score at 10 µM; hit rate 1.3% among 310,000; AID 588676, 2011;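 active = calcium-response B-score plate-corrected more than 3 library SD below zero, starting fluorescence within 5 deviations, no agonist response on first addition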;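 also: peak minus trough fluorescence over baseline after final BAM8-22 challenge near maximal dose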
# TRPC6 act: mouse TRPC6 channel activators, primary screen, cell-based, HEK293, membrane potential dye | Short transient receptor potential channel 6 (Mus musculus), Q61143 | HEK293-TRPC6 membrane potential dye fluorescence; stronger effect = higher value | B-score at 10 µM | hit rate 0.13% among 310,000;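 active = B-score of the integrated fluorescence ratio above library mean plus 3 SD, and starting fluorescence ratio within library mean plus 5 SD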;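 also: higher score means more depolarization so channel activation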
# TRPC4 agonist: activators of mouse TRPC4 channel, primary screen, Fluo4 calcium, HEK293 TRPC4beta/mu-opioid cells. Short transient receptor potential channel 4 (Mus musculus), Q9QUQ5. Fluo4 calcium fluorescence; stronger effect = higher value. B-score at 10 µM. hit rate 0.49% among 310,000. AID 2237, 2010;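 active = B-score above 5 SD of library B-scores, and initial fluorescence ratio not above library mean plus 5 SD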;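 also: positive B-score marks a calcium rise read as TRPC4 activation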
# Target sequence (Q9QUQ5 whole entry, looked up): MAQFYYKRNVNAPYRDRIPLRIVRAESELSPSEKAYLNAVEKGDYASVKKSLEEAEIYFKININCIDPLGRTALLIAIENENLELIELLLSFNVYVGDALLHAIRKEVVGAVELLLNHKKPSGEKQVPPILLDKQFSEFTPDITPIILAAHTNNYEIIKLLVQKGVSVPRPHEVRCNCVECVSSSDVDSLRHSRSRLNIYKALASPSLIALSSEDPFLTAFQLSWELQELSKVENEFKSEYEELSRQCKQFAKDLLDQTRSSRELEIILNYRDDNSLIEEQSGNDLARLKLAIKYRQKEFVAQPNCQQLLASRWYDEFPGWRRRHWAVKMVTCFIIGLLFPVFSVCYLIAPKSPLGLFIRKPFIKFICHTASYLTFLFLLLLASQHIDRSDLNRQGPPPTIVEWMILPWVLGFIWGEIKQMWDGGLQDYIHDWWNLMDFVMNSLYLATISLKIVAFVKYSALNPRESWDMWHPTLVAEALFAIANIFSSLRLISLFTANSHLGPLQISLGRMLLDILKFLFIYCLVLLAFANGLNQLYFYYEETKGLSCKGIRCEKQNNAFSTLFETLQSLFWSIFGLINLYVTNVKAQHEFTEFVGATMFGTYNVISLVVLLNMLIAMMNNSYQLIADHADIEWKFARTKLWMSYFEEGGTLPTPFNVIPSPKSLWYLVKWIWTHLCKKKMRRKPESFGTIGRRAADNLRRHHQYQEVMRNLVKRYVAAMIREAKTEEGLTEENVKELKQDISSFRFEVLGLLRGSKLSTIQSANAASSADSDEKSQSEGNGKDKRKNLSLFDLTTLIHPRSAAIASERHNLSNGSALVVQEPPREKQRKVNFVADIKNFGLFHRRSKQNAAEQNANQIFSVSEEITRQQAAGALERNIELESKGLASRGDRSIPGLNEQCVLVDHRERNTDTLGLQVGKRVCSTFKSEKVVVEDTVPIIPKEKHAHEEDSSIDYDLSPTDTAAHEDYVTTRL
#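 System – HEK293 cells stably co-expressing mouse TRPC4beta and mu-opioid receptor · Signal – Fluo4 calcium-sensitive dye fluorescence, kinetic, 1 Hz baseline · Benchmarks – buffer (low) and maximal DAMGO (high) · Read-out – B score of integrated fluorescence ratio per well · Incubation – dye loading 45 min room temperature, 110 s kinetic read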
# MrgX1 agonist: agonists of human MrgX1 receptor, primary screen, HEK293 cells, Fluo-4 calcium flux; Mas-related G-protein coupled receptor member X1 (Homo sapiens), Q96LB2; Fluo-4 calcium fluorescence, agonist mode; stronger effect = higher value; B-score at 10 µM; hit rate 0.44% among 310,000; AID 588627, 2011;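 active = calcium response B-score plate-corrected fluorescence ratio at least 3 library SD, with starting fluorescence B-score inside 5 SD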
#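 Assay system: MrgX1-expressing HEK293 cells / Amount: fifteen thousand cells per well / Doses: test compound in the initial addition of three / Timing: cells plated overnight, dye loaded 0.5 h 37 °C, 0.5 h room temperature / Technique: kinetic calcium dye fluorescence, Fluo-4 NW / Control set: positive and negative controls per plate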
# ANO1 activ: TMEM16A chloride channel activators or potentiators, primary screen, cell-based, HTS | HEK293 TMEM16A/YFP-H148Q/I152L, iodide quench fluorescence; stronger effect = lower value | B-score at 10 µM | hit rate 0.3% among 340,000 | AID 623877, 2012;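 active = fluorescence-ratio B-score plate-corrected deviation score at least 3 library SD below zero, with starting fluorescence score within 5 deviations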;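 also: channel opened by trigger with iodide after compound preincubation; score built on the fluorescence ratio of max minus min over baseline; more negative score means more quench and so TMEM16A activation or potentiation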
# TRPC4 potent: positive allosteric modulators of TRPC4, primary screen, cell-based, mouse TRPC4beta, HEK293 mu-opioid, Fluo-4 calcium. Short transient receptor potential channel 4 (Mus musculus), Q9QUQ5. DAMGO EC20, Fluo-4 Ca2+ flux; stronger effect = higher value. B-score at 10 µM. hit rate 0.42% among 310,000;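 active = B-score of calcium response area above 5 SD of library B-scores, with initial fluorescence ratio within 5 SD of library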;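 also: B-score of integrated fluorescence ratio over time as area under calcium response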
# MrgX1 allo act: positive allosteric modulators of MrgX1, primary screen, HEK293 cells, Fluo-4 calcium flux | Mas-related G-protein coupled receptor member X1 (Homo sapiens), Q96LB2 | FDSS; stronger effect = higher value | B-score at 10 µM | hit rate 0.63% among 310,000;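 active = plate-corrected calcium response at least 3 library SD above typical, normal starting fluorescence, not activating the receptor alone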;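 also: compound read alongside a low EC10 to EC30 dose of BAM8-22 agonist; peak minus trough fluorescence over baseline measured at the second addition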
# TMEM16A inh: TMEM16A chloride channel inhibitors, primary screen, cell-based, HTS; Anoctamin-1 (Mus musculus), Q8BHY3; HEK293 TMEM16A/YFP iodide influx fluorescence, ionomycin; normalized B-score (activity score, 25-100; higher = stronger inhibition) at 10 µM; hit rate 1.2% among 310,000; AID 588511, 2011;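 active = ratio plate-corrected score three or more library SD toward inhibition, starting fluorescence score within five deviations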;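 also: score derived from kinetic fluorescence span divided by baseline fluorescence per well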
# SKKanGAS inh: S. pyogenes SKKanGAS growth inhibitors in kanamycin, primary screen, streptokinase expression inhibitor project, SKKanGAS strain, BacTiter-Glo luminescence; 6 h; inhibition, % at 7.5 µM; hit rate 1.3% among 300,000; AID 1662, 2009;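 active = mean replicate score, as percent of positive control median, at least 50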;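 also: strain carries kanamycin resistance gene driven by streptokinase promoter and grows in 40 µg/ml kanamycin; loss of luminescence reflects streptokinase promoter inhibition or plain growth inhibition; 0% = median of DMSO wells and 100% = positive control at its reference dose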
# TRPC6 inh: mouse TRPC6 channel inhibitors, primary screen, cell-based, HEK293, membrane potential dye. Short transient receptor potential channel 6 (Mus musculus), Q61143. ACh-evoked depolarization; stronger effect = lower value. B-score at 10 µM. hit rate 1.1% among 310,000;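 active = B-score under library mean minus 3 SD, initial fluorescence not abnormally high, positive integrated signal ratio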;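 also: B-score derived from integrated fluorescence ratio over the kinetic read; more negative B-score means stronger inhibition of depolarization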
# TRPC4 inh: inhibitors of mouse TRPC4 channel, primary screen, Fluo4 calcium, HEK293 TRPC4beta/mu-opioid cells. DAMGO-evoked Fluo4 calcium flux; stronger effect = lower value. Short transient receptor potential channel 4 (Mus musculus), Q9QUQ5. hit rate 0.39% among 300,000. B-score at 10 µM;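 active = B-score over 3 SD under the library average, no early fluorescence shift, positive overall ratio signal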
#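 Assay system: TRPC4beta/mu-opioid receptor HEK293 cell line; compound dosing: single concentration per test compound; detection: Fluo4 Ca2+ flux fluorescence; evaluation: per-well B score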
# * hit, by the source's call; i = inactive; . = not tested or not shown.
SMILES,MrgX1 antagonist,TRPC6 act,TRPC4 agonist,MrgX1 agonist,ANO1 activ,TRPC4 potent,MrgX1 allo act,TMEM16A inh,SKKanGAS inh,TRPC6 inh,TRPC4 inh
CN1CCCN(C(=O)c2cc(=O)[nH]c3ccccc23)c2nc3ccccc3nc21,i,i,i,i,i,i,i,i,8,i,i
CCOc1cc(S(=O)(=O)N(Cc2ccccc2)Cc2ccccc2)c(OCC)cc1-n1cnnn1,.,i,i,.,i,i,.,.,2,i,i
COc1ccc(-n2c(Cc3cccn3C)nnc2SCC(=O)Nc2ccccc2F)cc1,i,i,i,i,i,i,i,i,-8,i,i
Cc1ccc(S(=O)(=O)NC(=O)c2cc(C)n(C3CC3)c2C)cc1,i,i,i,i,i,i,i,i,1,i,i
Cc1csc(NC(=O)CSC2=NS(=O)(=O)c3cc(F)ccc3N2)n1,i,i,i,i,i,i,i,i,-2,i,i
COc1cc2oc3ccc(C#Cc4ccccn4)cc3c(=O)c2cc1OC,i,i,i,i,i,i,i,i,9,i,i
Cc1ccc2nc(/C(C#N)=C\c3cc(C)n(-c4cccc([N+](=O)[O-])c4)c3C)[nH]c2c1,i,i,i,i,i,i,i,i,23,i,i
O=[N+]([O-])c1ccc(N/N=C/c2ccccc2)cc1,i,i,i,i,i,i,i,i,3,i,i
[N-]=[N+]=NC[C@H](Cc1ccccc1)N1CC[C@@H](OCc2ccccc2)CCC1=O,i,i,i,i,i,i,i,i,1,i,i
Cc1ccc(NC(=O)c2ccc(S(=O)(=O)C(F)F)cc2)c(C)c1,i,i,i,i,i,i,i,i,-4,i,i
N/C(Cc1ccccc1Sc1ccccc1)=N\O,i,i,i,i,i,i,i,i,4,i,i
C/C(=N\NC(=O)c1cc(C)nc2ccc(C)cc12)c1ccncc1,i,i,i,i,i,i,i,i,11,i,i
COc1ccc(NC(=S)N(CCCN2CCOCC2)Cc2cn(C)c3ccccc23)cc1,i,i,i,i,i,i,i,i,-4,i,i
Clc1ccc(/C=N/NC(=Nc2ccccc2)c2ccccn2)c(Cl)c1,i,i,i,i,i,i,i,i,52*,i,i
CC(C)CCNC(=O)c1cc(S(=O)(=O)N2CCc3ccccc32)cn1C,i,i,i,i,i,i,i,i,-1,i,i
Cc1ccc(S(=O)(=O)Nc2cc(C(=O)Nc3cc(C)cc(C)c3)ccc2Cl)cc1,i,i,i,i,i,i,i,i,24,i,i
COc1ccccc1N1CCN(/N=C/C=C\c2ccccc2[N+](=O)[O-])CC1,i,i,i,i,i,i,i,i,20,i,i
CCCc1cc(=O)oc2c3c(cc(OCC(=O)NCc4ccncc4)c12)OC(C)(C)CC3,i,i,i,i,i,i,i,i,-3,i,i
CCOc1ccc(NC(=O)c2ccc3c(c2)N(Cc2ccc(F)cc2)C(=O)CS3=O)cc1 (configuration not stated),i,i,i,i,i,i,i,i,13,i,i
CC(Oc1ccc(Cl)cc1)C(=O)Nc1ccc(S(=O)(=O)Nc2nccs2)cc1 (configuration not stated),-5.6*,i,i,i,i,i,i,i,2,i,i
CCc1ccc(-n2c(SCC(=O)N3CCC(C(=O)O)CC3)nnc2-c2ccncc2)cc1,i,i,i,i,i,i,i,i,4,i,i
CC(C)(C)CC(=O)Nc1cc2c3c(c1)CCC(=O)N3CCC2,-4.9*,i,i,i,i,i,i,i,-5,i,i
CCOCCCN1CN(Cc2ccco2)CNC1=S,i,i,i,i,i,i,i,i,-11,i,i
CCOc1ccc(-c2nc(C#N)c(N3CCN(Cc4ccccc4)CC3)o2)cc1,i,i,i,i,i,i,i,i,5,i,i
CCN(CC)c1ccc(S(=O)(=O)N2CCOCC2)cc1NC(=O)CSc1cccc[n+]1[O-],i,i,i,i,i,i,i,i,-8,i,i
COCCNC(=O)c1ccccc1NC(=O)C1COc2ccccc2O1 (configuration not stated),i,i,i,i,i,i,i,i,-20,i,i
COC(=O)C(O)(CC(=O)Nc1ccccc1OC)C(F)(F)F (configuration not stated),i,i,i,i,i,i,i,i,1,i,i
Cc1cc(-c2ccccc2)nc(SCC(=O)c2cccc([N+](=O)[O-])c2)n1,i,i,i,i,i,i,i,i,-12,i,i
CC1CCC(NC(=O)CCn2ccc3cc(S(=O)(=O)N4CCCC4)ccc32)CC1 (configuration not stated),i,i,i,i,i,i,i,i,0,i,i
O=C(O)/C=C/C(=O)Nc1ccc(OC(F)F)cc1,i,i,i,i,i,i,i,i,-4,i,i
O=C(NN=C1CCCC1)c1ccc(O)cc1,i,i,i,i,i,i,i,i,-4,i,i
CCOc1[nH]n(-c2ccc(Cl)cc2)c(=O)c1C=Nc1ccc(OC)cc1,i,i,i,i,i,i,i,i,4,i,i
COc1ccc(C2CC2C(C)=O)cc1 (configuration not stated),i,i,i,30*,i,i,i,i,3,i,i
COc1ccc(C2/C(=C(\O)c3ccc4c(c3)OCCO4)C(=O)C(=O)N2CCCN(C)C)cc1 (configuration not stated),i,i,i,i,i,i,i,i,-6,i,i
CC1(c2ccccc2)CC(C)(C)N(C(=O)CSc2nnc(N)s2)c2ccccc21 (configuration not stated),i,i,i,i,i,i,i,i,-7,i,i
CC1CCCC(N2CCN(C(=O)c3ccc(F)cc3)CC2)C1 (configuration not stated),i,i,i,i,i,i,i,i,5,i,i
CC(=O)c1ccc(-n2nncc2-c2ccc([N+](=O)[O-])cc2)cc1,i,i,i,i,i,i,i,i,-2,i,i
O=C(Nc1ncc2c(n1)-c1ccccc1OC2)c1ccc(F)cc1,i,i,i,i,i,i,i,i,-5,i,i
CCC(=O)c1ccc(OCC(O)CN2CCN(c3ccc(F)cc3)CC2)cc1 (configuration not stated),i,i,i,i,i,i,i,i,0,i,i
O=C(CN1CCCC1)Nc1ccc(Cl)cc1C(F)(F)F,i,i,i,i,i,i,i,i,-12,i,i
O=C(Cc1ccc(S(=O)(=O)N2CCCC2)s1)Nc1nc2c(s1)CCCC2,i,i,i,i,i,i,i,i,62*,i,i
COc1ccc(C(=O)c2ccc(N(C)C)cc2)c2ccccc12,i,i,i,i,i,i,i,i,-6,i,i
COc1ccc(C(=O)Nc2ccc3ccccc3c2)cc1,i,i,i,i,i,i,i,i,6,i,i
CCOC(=O)c1sc2nccc(OC)c2c1N=CN(C)C,i,i,i,i,i,i,i,i,-6,i,i
CCOC(=O)c1c(NC(=O)CN2C(=O)NC3(CCC(C)CC3)C2=O)sc(C)c1CC (configuration not stated),i,i,i,i,i,i,i,i,-6,i,i
O=c1c2ccccc2nc2n1C(CBr)CN2 (configuration not stated),i,i,i,i,i,i,i,i,4,i,i
O=C1CSC(=Nc2ccc(F)cc2)N1,i,i,i,i,i,i,i,i,8,i,i
CCCc1cc(=O)oc2cc(OCC(=O)N3CCN(C(=O)C4COc5ccccc5O4)CC3)ccc12 (configuration not stated),i,i,i,i,i,i,i,i,14,i,i
CC(NC(=O)c1cnc2ccccc2n1)c1ccccc1 (configuration not stated),i,i,i,i,i,i,i,i,0,i,i
CCOC(=O)C1Nc2ccccc2C2c3ccccc3CC12 (configuration not stated),i,i,i,i,i,i,i,i,-6,i,i
Cc1ccc(-c2nnn(Cc3nc4ccccc4s3)n2)cc1,i,i,i,i,i,i,i,i,3,i,i
CCOC(=O)c1ccc(N2C(=O)c3n[nH]c(C)c3C2c2cccnc2)cc1 (configuration not stated),i,i,i,i,i,i,i,i,1,i,i
CCC1(C)Cc2c(sc3c2c(=O)n(-c2ccccc2)c(=O)n3C)CO1 (configuration not stated),i,.,.,i,i,.,i,i,.,.,.
Cn1cnnc1SCCn1c(N2CCCCC2)nc2c1c(=O)[nH]c(=O)n2C,i,i,i,i,i,i,i,i,-3,i,i
c1ccc2c(c1)OCC(c1csc3ncnc(N4CCOCC4)c13)O2 (configuration not stated),i,i,i,i,i,i,i,i,4,i,i
COc1cc2[nH]c(=O)n(Cc3ccc(C(=O)NC4CCN(Cc5ccccc5)CC4)cc3)c(=O)c2cc1OC,i,i,i,i,i,i,i,i,-5,i,i
CCCNS(=O)(=O)c1ccc(CCC(=O)N2CCCCC2)cc1,i,i,i,i,i,i,i,i,3,i,i
Cn1nc(C(=O)Nc2ccc(S(=O)(=O)N3CCCC3)cc2)ccc1=O,i,i,i,i,i,i,i,i,4,i,i
CCCOc1ccc(/C(O)=C2/C(=O)C(=O)N(c3ccccn3)C2c2ccc(OC)cc2)cc1C (configuration not stated),i,i,i,i,i,i,i,i,50*,i,i
Cc1cc(=O)[nH]n(CCO)c1=O,i,i,i,i,i,i,i,i,-2,i,i
CN(C)C(CNC(=O)CN1C(=O)NC2(CCc3ccccc32)C1=O)c1ccco1 (configuration not stated),i,i,i,i,i,i,i,i,-7,i,i
O=C(NCCNC(=O)C(c1ccccc1)c1ccccc1)c1ccco1,i,i,i,i,i,i,i,i,-6,i,i

# This is a random part of the collection; 6.7% or so of the library scored in one or more.
